12-LOX inh – inhibitors of human 12S-lipoxygenase ALOX12; P18054; Potency, µM (highest dose often 108 µM), for inactives: at the top dose activity change, negative = inhibition, usual class: inhibitors; 1.1% of 580,000 active; purified 12hLO, xylenol orange hydroperoxide absorbance; active = well fitted inhibition curve with a large enough effect; inconclusive = small, poorly fitted or top-dose-only effect, or another doubt; inactive = no such curve, though single readings can be large or run the other way
Target sequence (P18054 whole entry, looked up): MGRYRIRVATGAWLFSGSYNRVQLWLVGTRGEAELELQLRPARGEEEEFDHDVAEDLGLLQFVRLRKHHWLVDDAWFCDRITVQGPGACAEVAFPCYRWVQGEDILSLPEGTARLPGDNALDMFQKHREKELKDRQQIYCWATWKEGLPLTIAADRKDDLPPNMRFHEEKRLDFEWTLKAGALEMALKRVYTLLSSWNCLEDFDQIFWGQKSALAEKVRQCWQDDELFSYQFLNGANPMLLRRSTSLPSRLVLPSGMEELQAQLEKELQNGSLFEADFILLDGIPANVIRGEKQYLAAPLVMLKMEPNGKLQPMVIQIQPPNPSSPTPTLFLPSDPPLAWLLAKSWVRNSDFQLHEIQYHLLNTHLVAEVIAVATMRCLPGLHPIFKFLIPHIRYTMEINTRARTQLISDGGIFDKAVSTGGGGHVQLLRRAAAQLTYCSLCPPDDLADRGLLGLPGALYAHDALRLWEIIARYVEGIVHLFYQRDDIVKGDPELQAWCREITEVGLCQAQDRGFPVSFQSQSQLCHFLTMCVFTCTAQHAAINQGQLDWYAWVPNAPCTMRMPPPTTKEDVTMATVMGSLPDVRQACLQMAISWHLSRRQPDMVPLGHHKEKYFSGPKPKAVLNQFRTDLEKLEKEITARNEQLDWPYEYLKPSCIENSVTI
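Purified human 12hLO (150 nM final) in 25 mM Hepes, 0.01% Triton X-100, pH 7.0 was preincubated 15 min at room temperature with compound. Then 40 uM arachidonic acid was added, 30 min. Hydroperoxide was read by Fe-XO absorbance ratio 573/405 nm.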
Active calls of the source: *; u = inconclusive; [ ] = remark or other dose. % is scaled to controls: 0 for no effect and ±100 for the full control effect; potency is read from the fitted curve at half-maximal effect.

SMILES	12-LOX inh
CC(=O)Nc1ccc(NC(=O)C(C)Br)cc1 (stereo not drawn)	u
COCC1CCN(c2ccc(-c3nc(-c4ccccc4C)no3)cn2)C1 (stereo not drawn)	87.3%[activator]
COc1ccc(C2Cn3cnc(C(=O)N4CCC(C(=O)NCCc5ccccc5)CC4)c3CO2)cc1 (stereo not drawn)	27.3%
CC(C)C(=O)NC1CCCc2c1[nH]c1c(Cl)cccc21 (stereo not drawn)	25.0%
O=S(=O)(c1ccsc1-c1nc(-c2cccnn2)no1)N1CCCC1	27.6%
CN1CCN([C@H]2[C@@H]3OC[C@@H](O3)[C@@H](NC(=O)Nc3cccc(C#N)c3)[C@@H]2O)CC1	-3.9%[176 µM]
COc1ccc(CNC(=O)c2cccc3c2CCN3C(=O)c2ccc(F)cc2)cc1OC	50.7%[activator]
O=C(NCc1cccnc1)c1csc([C@H]2C[C@H](O)[C@@H](CO)O2)n1	-10.6%
Cc1ccc(C(=O)Nc2ccc3nc(SCC(=O)N4CCC(C)CC4)sc3c2)cc1	u
N#Cc1ccccc1COC(=O)c1ccc(N2CCOCC2)nc1	5.8%
CNCCN1C(=O)CC[C@H]2CN(C(=O)c3ccnc(NC)c3)CC[C@H]21	u
O=C(Oc1ccc2oc3ccccc3c2c1)C1CCOCC1	-4.8%
CCCSc1nc2c(c(=O)[nH]1)C(c1ccncc1)C(C(=O)OC)=C(C)N2 (stereo not drawn)	-16.6%
N#C/C(=C\c1c(OCc2ccccc2)ccc2ccccc12)c1nc2ccccc2[nH]1	8.2%
O=C(COCC(=O)Nc1ccc(Oc2ccccc2)cc1)Nc1ccccc1	-49.1%
CCc1nc2c(c(-c3ccc(O)cc3)n1)CCN(Cc1ccc(OC)cc1)CC2	-30.0%
C[C@H](CO)N1C[C@H](C)[C@@H](CN(C)C(=O)c2ccncc2)OCc2cnnn2CCCC1=O	-14.2%
CCCOc1ccc(NC(=O)COc2ccc(F)cc2)c2cccnc12	-57.4%
COc1ccc(OC2CN(CC3CC3)C2)cc1	u
COc1ccc2[nH]c3c(c2c1)CCNC31CCN(C(=O)c2ccc(C)nc2)CC1	33.8%[activator]
CN(CC1CCOC1)S(=O)(=O)c1ccccc1Br (stereo not drawn)	22.2%
CC1(CNC(=O)c2ccc3ccccc3n2)CCOCC1	42.1%[activator]
O=C(NC1CC(c2nnc(CO)n2C2CC2)C1)c1csc(-c2ccccc2)n1 (stereo not drawn)	-4.9%
Cc1noc(C)c1S(=O)(=O)N1CCCCCCn2c(nnc2-c2ccc(F)cc2)CC1	u
COc1ccccc1-n1[nH]c(C)c(Cc2ccc(Br)cc2)c1=O	u
COc1ccc(CNC(=O)C2Cn3cccc3C(=O)N2C)cc1OC (stereo not drawn)	25.4%
O=C(Cc1ccccc1)NCc1nnc2n1C(C(=O)O)CC2 (stereo not drawn)	u
Cc1cc(C)n(CCC(=O)NCC2Cc3cc(Cl)cc(-c4cnccn4)c3O2)n1 (stereo not drawn)	3.8%
CCCOc1ccc(NC(=O)C(C)Oc2ccccc2F)c2cccnc12 (stereo not drawn)	42.8%[activator]
CS(=O)(=O)c1ccc(CN2CC[C@H](c3nc4ncccc4[nH]3)C2)cc1	42.6%[activator][176 µM]
Cc1ccc(C)c(C(=O)COC(=O)CCc2c[nH]c3ccccc23)c1	u
COc1ccc(F)cc1CN1CCC(CO)(CN2CCCC2)CC1	37.4%
CCCC(=O)Nc1cccc(-c2cc3cc(F)ccc3[nH]2)c1	-7.4%
COC(=O)[C@@H]1Cc2c([nH]c3ccccc23)[C@H]2C[C@@H](NCCN(C)C)C[C@@H](c3cccc(Cl)c3)N21	51.3%[activator]
CCOc1cc(/C=C/c2ncc(C(=O)O)s2)cc(Br)c1OC	u
CC[C@@]1(C(=O)O)C[C@H](C(=O)N2CCN(C)CC2)[C@H](c2ccc(OC)cc2)N1C	u
Cc1cccc(C)c1NC(=O)CC1(C(=O)O)CCCCC1	-35.8%
O=C(NCc1nnc2n1C(C(=O)N1CCN(c3ncccn3)CC1)CC2)c1ccccc1 (stereo not drawn)	3.5%[6.33 µM]
O=C(Cc1ccc(F)cc1)N1CCC(c2nn(Cc3ccccc3)c(=O)[nH]2)CC1	40.6%[activator]
Cc1cnn(CC(=O)N(C)C2CCc3nn(CC4CC4)c(=O)n3CC2)c1 (stereo not drawn)	16.8%
O=S1(=O)N[C@@H](Cc2ccccc2)COc2cc(N3CC[C@H](O)C3)ccc21	0.7%
CC(C)CN1CCN(C(=O)c2ccc(CCC(C)(C)O)cc2)C(C)C1=O (stereo not drawn)	-11.3%
CSc1ncccc1C(=O)NC1CCCN(CCCc2ccccc2)C1 (stereo not drawn)	-7.9%
Cc1noc(C)c1-c1cc2cc(C(C)C)oc2c(-c2cccnc2)n1	-30.0%[176 µM]
Cc1cc2nc3n(c(=O)c2n1CC(=O)Nc1ccc(Br)cc1F)CCC3	u
Cn1c2c(c(=O)n(C)c1=O)C(c1ccc(C(=O)O)cc1)C1=C(CC(C)(C)CC1=O)N2 (stereo not drawn)	-10.3%
OCc1cc(CC2(NC3CCC(CO)CC3)COC2)no1 (stereo not drawn)	38.1%[176 µM]
CCCc1cc(C(=O)N2CCC(=O)N(Cc3ccccc3)C(CC)C2)ccn1 (stereo not drawn)	-3.4%
COCCOC1CN(C2CCN(C(=O)c3ccc(OC)nc3)CC2)C12CCCCC2 (stereo not drawn)	19.9%
CN(C)C(=O)c1nc(-c2ccc(Cl)cc2Cl)c2ccccn12	1.7%[6.33 µM]

(next part)
SMILES	12-LOX inh
COc1ccc(CNC(=O)CC2CCCCN(C)C2=O)c(OC)c1 (stereo not drawn)	30.2%[activator]
Cc1cc(NC(=O)c2ccc([N+](=O)[O-])o2)cc(-c2nc3ccccc3o2)c1O	-2.8%
C=CCNc1nc(-c2cc(C)n(-c3c(C)n(C)n(-c4ccccc4)c3=O)c2C)cs1	u
COCCCNC(=O)Cc1c(C)c2ccc(OC)c(OC)c2oc1=O	54.7%[activator]
Cc1c(N)cccc1C(=O)NCC(C)C	-21.3%
CC1CCN(CC2CCCCCN2C(=O)NCc2ccc(F)cc2)CC1 (stereo not drawn)	11.1%
N#Cc1cccc(NC(=O)Cn2nc3c(N4CCOCC4)nc4ccccc4n3c2=O)c1	-0.7%
CSCCCN1CCC2(CC1)CCN(Cc1ccsc1)CC2CO (stereo not drawn)	23.8%
O=C(Nc1ccccc1F)N1CC(Oc2ccc(-c3nc(-c4ccccc4)no3)cc2)C1	30.8%
CN(Cc1cccnc1)Cc1nc(C2(O)CCN(Cc3ccc(F)cc3)CC2)cs1	44.8%[activator][176 µM]

Individual results from the list.
For 12-LOX inh, `O=C(Nc1ccccc1F)N1CC(Oc2ccc(-c3nc(-c4ccccc4)no3)cc2)C1` has 30.8%
For 12-LOX inh, `Cc1cc(NC(=O)c2ccc([N+](=O)[O-])o2)cc(-c2nc3ccccc3o2)c1O` has -2.8%

Continuation:
SMILES	12-LOX inh
CCN(CC)C(=O)N1CCCN(S(=O)(=O)c2ccccc2)CCC(=O)NCC1	24.3%
CCNC(=O)[C@@H]1C[C@H](NC(=O)c2ccccc2)CN1Cc1scnc1C	2.6%
COc1ccc(C(=O)N2CCC(OCC3CC3)C2)cn1 (stereo not drawn)	27.3%
Cc1ccccc1CSCC(=O)O	-59.1%
COc1ccc(C(=O)N2CCC3(CC2)N=C(c2ccccc2)NO3)cc1OC	10.4%
O=C(Nc1ccc(F)cc1)N[C@H]1CC[C@@]23CCCN2C(=O)CCC[C@H]3C1Cc1ccccc1 (stereo partly drawn)	-4.4%
COCCNc1nc(NCc2cccc(OC)c2)c2sc(-c3ccccc3)cc2n1	u
Nc1cccc(C#Cc2ccccc2)c1	u
CC(C)c1nncn1C1CCN(S(=O)(=O)c2ccccc2Cl)CC1	u
COc1ccccc1NC(=O)Nc1cccc(-c2nnc3n2CCCC3)c1	-2.8%
Cc1cc2oc(C(=O)N(Cc3ccco3)Cc3ccco3)cc(=O)c2cc1Cl	u
CC12CCC(C1)C(C)(C)C2O (stereo not drawn)	18.3%[176 µM]
Cc1nc2ccc(Cl)cc2cc1C(=O)N1CCN(CC(=O)N2CCCC2)CC1	-15.3%
COc1ccc(CN2C(=O)CO[C@H](c3ccc(NC(=O)COc4ccccc4)cc3)[C@H]2CO)cc1	-0.2%
CN(C)Cc1ncccc1Oc1nc2cc(-c3cccc(Cl)c3)sc2c(=O)n1C	-1.7%
CC(C(=O)N(C)Cc1ccccc1)S(=O)(=O)Cc1cccc(Cl)c1 (stereo not drawn)	14.7%
O=C(Cc1cccc(F)c1)Nc1ccc(-c2nnc3n2CCCC3)cc1	20.1%
Cc1nn2c(c1-c1ccccc1C(C)C)N(C(=O)C1CCOCC1)CCC2	-4.8%[176 µM]
O=C(Cn1cccc1-c1nc(-c2ccc(F)cc2)no1)NCc1ccccc1Cl	u
N#C/C(=C/c1ccc(F)c(F)c1)C(=O)Nc1ccc(Oc2ccc(NC(=O)/C(C#N)=C\c3ccc(F)c(F)c3)cc2)cc1	u
CCOC(=O)N(C)[C@H]1C[C@H]2c3[nH]c4c(-c5ccccc5)cccc4c3CCN2C(=O)[C@H]1[C@H](C)O	-17.1%
O=C(NCc1ccccn1)c1ccccc1Nc1ccccc1	10.5%
COc1cccc(/C=C(/C#N)C(=O)c2ccccc2)c1OC(F)F	u
Cc1ccc(Cl)cc1NC(=O)Nc1ccc2c(c1)oc(=O)n2C	7.8%
O=C(c1ccncc1)N1CCC2(CC1)NCc1ccccc1NC2=O	6.5%[6.33 µM]
CC(C)C[C@H](NC(=O)[C@H](C)n1nnc2ccccc2c1=O)C(=O)O	u
CC1(c2ccccc2)N(Cc2cccnc2)C(=O)OC12CCN(Cc1ccc(F)cc1)CC2 (stereo not drawn)	53.0%[activator]
Cc1cccc(S(=O)(=O)N2CCN(c3ccc(N4CCCCC4)nn3)CC2)c1	u
Cn1c(SCC(=O)NC2CCCCC2)nc2c(c1=O)SCC2	u
CCN1C(=O)CCN(Cc2cn(C)c3ccc(OC)cc23)CC12CCOCC2	3.2%

Two records picked at random from the list so far, as already listed:
SMILES	12-LOX inh
CCCSc1nc2c(c(=O)[nH]1)C(c1ccncc1)C(C(=O)OC)=C(C)N2 (stereo not drawn)	-16.6%
CN(Cc1cccnc1)Cc1nc(C2(O)CCN(Cc3ccc(F)cc3)CC2)cs1	44.8%[activator][176 µM]

Next compounds follow:
SMILES	12-LOX inh
CCNC(=O)c1cc2c(c(-c3cccc(-c4ccccc4F)c3)n1)[C@H](CCO)N(C(=O)CC)C2	-5.5%
Cc1ccc(-c2noc(C(C)Oc3ccccc3)n2)nn1 (stereo not drawn)	16.9%
CC1=C(C(=O)Nc2ccccc2)C(c2ccc(Cl)cc2)NC(=S)N1 (stereo not drawn)	-15.2%
Cc1cccc(NC(=O)CN2CCN(C(=O)CCNC(=O)c3ccc(C(C)(C)C)cc3)CC2)c1C	18.9%
O=C(COC(=O)C1=COCCO1)Nc1cccc(S(=O)(=O)N2CCCC2)c1	-18.7%
CC(=O)Nc1ccc(CNC[C@H]2Cn3c(-c4ccc(F)cc4)cnc3CO2)cc1	47.5%[activator][176 µM]
COc1ccc(C23CC4CC(CC(C(=O)Nc5nccs5)(C4)C2)C3)cc1	1.9%
COc1cc(-c2nc(C3CC(=O)N(c4ccc(Cl)cc4)C3)no2)cc(OC)c1OC (stereo not drawn)	-8.0%
CN1CCN(CC2(N)CCCCC2)CC1	u
CCC(c1nnnn1-c1c(C)cccc1C)N1CCN(CCN2CCOCC2)CC1 (stereo not drawn)	-0.6%

Among those listed so far, seven contain a COOH group.
SMILES	12-LOX inh
O=C(Cc1ccccc1)NCc1nnc2n1C(C(=O)O)CC2 (stereo not drawn)	u
CCOc1cc(/C=C/c2ncc(C(=O)O)s2)cc(Br)c1OC	u
CC[C@@]1(C(=O)O)C[C@H](C(=O)N2CCN(C)CC2)[C@H](c2ccc(OC)cc2)N1C	u
Cc1cccc(C)c1NC(=O)CC1(C(=O)O)CCCCC1	-35.8%
Cn1c2c(c(=O)n(C)c1=O)C(c1ccc(C(=O)O)cc1)C1=C(CC(C)(C)CC1=O)N2 (stereo not drawn)	-10.3%
Cc1ccccc1CSCC(=O)O	-59.1%
CC(C)C[C@H](NC(=O)[C@H](C)n1nnc2ccccc2c1=O)C(=O)O	u

Further compounds.
SMILES	12-LOX inh
CCOc1ccc(S(=O)(=O)N2CCCN(C)c3ccccc32)cc1	u
CCCc1cc(=O)oc2cc(OS(=O)(=O)c3c(C)c(C)cc(C)c3C)ccc12	6.6%
Cc1ccccc1N1Cc2c(NCC(C)C)ncnc2N(C)CC1=O	6.2%[6.33 µM]
COc1ccccc1OCc1ccc(C(=O)OC2CCCCC2)o1	u
COc1ccc(C(=O)N2C[C@@H](Oc3cccnc3)C[C@H]2C(=O)NC2CC2)cc1F	-2.9%
O=C(Nc1ccccc1)N1CCCC(c2nn(-c3ccc(F)cc3)c(=O)[nH]2)C1 (stereo not drawn)	18.9%
CC(=O)C1CCC2C3CCC4=CC(=O)CCC4(C)C3C(O)CC12C (stereo not drawn)	2.8%
Cn1ccc2c(C(=O)Nc3ccc(C(N)=O)cc3)cccc21	38.6%
Cc1nc(C2CC(O)C2)cc(N2CCC(c3nc(C(C)C)no3)CC2)n1 (stereo not drawn)	4.3%
Brc1ccc(-c2nc(-c3ccc4c(c3)OCO4)no2)o1	u
Cc1ccc(C)c(C(C)NC(=O)Nc2ccccc2Br)c1 (stereo not drawn)	u
Oc1ccccc1CN1CCNc2cc(Nc3ccccc3)ncc2C1	-23.6%[176 µM]
O=c1oc(-c2ccc(F)cc2)nn1CC(O)COc1ccc(-c2ccccc2)cc1 (stereo not drawn)	-5.1%
CCCCN(C)CCCNC(=O)Cn1cc2c(n1)-c1c(oc(C(=O)N3CCCC3)c1C)CC2	-1.8%
O=C(NCc1ccccc1)c1cnc2n1CCN(Cc1ccccc1)CC2	29.1%[176 µM]
O=C(/C=C/c1cccc([N+](=O)[O-])c1)c1ccccc1OC(F)F	-37.0%
COc1cccc(C(=O)NC2CCCN(c3cc(-c4ccc(F)cc4)[nH]n3)C2)c1OC (stereo not drawn)	35.5%[activator]
COc1ccc(-c2nc(C)nc3c2CCC3)c2ccc(C)nc12	7.6%

Compound activity as filed in PubChem BioAssay.

A portion of the library; the hit share may differ from the screen's.
